TRHR agonist – TRH receptor (human) agonism | P34981 | TRHR cells, calcium flux fluo-8, FDSS agonist mode | activation, % at 2 µM | actives 0.18% (n = 360,000) | AID 493084; also: 0% is about no effect
Target sequence (P34981 whole entry, looked up): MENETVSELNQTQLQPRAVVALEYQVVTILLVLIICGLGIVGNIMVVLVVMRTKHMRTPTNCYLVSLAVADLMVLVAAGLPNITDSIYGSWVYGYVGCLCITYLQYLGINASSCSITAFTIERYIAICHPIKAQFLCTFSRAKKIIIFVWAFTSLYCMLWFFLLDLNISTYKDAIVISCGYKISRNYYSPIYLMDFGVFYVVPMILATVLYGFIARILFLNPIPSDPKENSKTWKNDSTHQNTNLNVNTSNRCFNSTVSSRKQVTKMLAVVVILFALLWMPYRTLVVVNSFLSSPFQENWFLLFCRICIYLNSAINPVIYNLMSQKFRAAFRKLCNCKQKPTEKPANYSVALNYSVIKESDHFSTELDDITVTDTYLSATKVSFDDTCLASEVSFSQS
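In this calcium-flux screen, cells bearing human TRHR are dye-loaded with fluo-8, baselined for 10 cycles, then exposed to library compounds; positive kinetic calcium responses during the agonist phase mark hits, with TRH as control.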
D2 PAM – positive allosteric modulators of human D2 dopamine receptor. HEK293 T-REx D2, calcium flux, EC20 dopamine potentiation. potentiation, % at 10 µM. actives 0.34% (n = 340,000);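 active = potentiation over 3 SD above the plate norm, cut at about 30% in these data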; also: 0% is about no effect
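Potentiation of an EC20 dopamine calcium response is measured in a force-coupled, tetracycline-inducible Hek293 Trex D2 line. Compound-only kinetic reads over 180 s flag agonists before dopamine addition.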
RXFP1 antagonist – blocks the human relaxin receptor RXFP1; Q9HBX9; HEK293-RXFP1, relaxin-stimulated cAMP HTRF, 30 min; active compounds read low; activity change, negative = inhibition, % at 57.5 µM; actives 0.59% (n = 350,000); AID 1259400;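 active = activity change of -60% or lower, but not beyond a set lower limit; inconclusive = change between -60% and -40%, or beyond the set limit; inactive = change above -40%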; also: % is scaled to controls: 0 for no effect and ±100 for the full control effect
D2 ag – agonists of human D2 dopamine receptor. HEK293 T-REx D2 cells, calcium flux agonist mode. activation, % at 2 µM. actives 0.53% (n = 340,000). AID 485358;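 active = activation over 3 SD above normal in the single-dose calcium agonist read, cut at about 30% in these data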; also: 0% is about no effect
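In this primary screen, compounds producing a positive calcium signal within 180 s of addition to tetracycline-induced, force-coupled HEK293 Trex D2 cells are flagged; cells are dye-loaded with a no-wash calcium kit beforehand.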
TRHR PAM – TRH receptor (human) allosteric enhancement; P34981; TRHR cells, fluo-8 calcium fluorescence, EC20 TRH enhancement; enhancement, % at 2 µM; actives 0.66% (n = 360,000); in the data active = enhancement above about 30%; also: 0% is about no effect
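Enhancer read-out: after compound pinning and an initial kinetic agonist-mode read, an EC20 of TRH (10 nM final) was injected and fluo-8 calcium signal (Ex 480/Em 530) followed at 1 s/cycle for 100 cycles in TRHR-expressing cells.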
D1 ag – activates the human D1 dopamine receptor | P21728 | HEK293 T-REx D1 cells, calcium flux, agonist mode | AID 504660 | actives 1% (n = 360,000) | activation, % at 2 µM; also: 0% is about no effect
Target sequence (P21728 whole entry, looked up): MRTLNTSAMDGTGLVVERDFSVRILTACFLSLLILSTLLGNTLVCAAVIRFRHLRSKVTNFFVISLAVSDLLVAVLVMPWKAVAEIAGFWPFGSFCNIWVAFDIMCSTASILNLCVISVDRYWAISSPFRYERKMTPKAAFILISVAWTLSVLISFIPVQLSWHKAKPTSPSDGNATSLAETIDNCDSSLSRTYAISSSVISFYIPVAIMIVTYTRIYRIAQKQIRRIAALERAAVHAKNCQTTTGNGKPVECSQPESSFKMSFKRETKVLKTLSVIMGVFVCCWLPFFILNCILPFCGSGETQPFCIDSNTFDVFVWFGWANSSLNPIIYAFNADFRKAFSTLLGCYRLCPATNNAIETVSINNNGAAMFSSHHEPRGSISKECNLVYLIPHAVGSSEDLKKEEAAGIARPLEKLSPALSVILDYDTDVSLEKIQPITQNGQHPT
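Agonism was scored from calcium flux recorded over 180 s (1 read/s) after pintool compound addition, following a 10-cycle baseline. Cells were inducible force-coupled HEK293 TREx D1, plated overnight at 30 C and loaded with no-wash calcium dye.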
D1 PAM – human D1 dopamine receptor positive modulation | potentiation, % at 10 µM | actives 0.036% (n = 360,000) | HEK293 TREx D1 cells, calcium flux, dopamine EC20 potentiation; in the data active = potentiation above about 30%; also: 0% is about no effect
D1 antag – human D1 dopamine receptor antagonism; HEK293 TREx D1 cells, calcium flux, dopamine EC80; active compounds read low; activity change, negative = inhibition, % at 10 µM; actives 3.2% (n = 360,000); in the data active = activity change below about -30%; also: % is scaled to controls: 0 for no effect and ±100 for the full control effect
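Kinetic fluorescence of a calcium dye serves as the read-out. D1-expressing Hek293 Trex cells, induced overnight at 30 C, are exposed to compound for 180 s before an EC80 dopamine addition, then read 180 s further.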
D2 antag – D2 dopamine receptor (human) antagonism | inhibition, % at 10 µM | HEK293 TREx D2 cells, calcium flux, dopamine EC80 | actives 2% (n = 340,000) | P14416; in the data active = inhibition above about 30%; also: 0% is about no effect
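Overnight-induced (tetracycline, 30 C) HEK293 T-REx cells carrying force-coupled D2 receive a no-wash calcium dye, then compound, then EC80 dopamine at 180 s; signals are read kinetically throughout.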
Numbers without * were called inactive; ? = inconclusive; / = no result given. Rule as the data show it, unless noted: active = activation above about 30%; inactive = the rest.

smiles	TRHR agonist	D2 PAM	RXFP1 antagonist	D2 ag	TRHR PAM	D1 ag	D1 PAM	D1 antag	D2 antag
CSc1nnc(-c2ccc(S(=O)(=O)N3CCOCC3)cc2)n1CC1CCCO1 (stereo not drawn)	0.7	-5	0	0.2	8	1	-1	1	7
O=C(COc1ccc(Br)cc1)N1CCOCC1	0.4	8	1	0.1	-6	5	-4	-5	-63
COc1ccccc1CNc1ccc(-c2nc(C(C)C)no2)cc1[N+](=O)[O-]	0.5	-12	/	/	2	7	-1	-14	/
CC(C(=O)Nc1cccnc1)c1ccc([N+](=O)[O-])cc1 (stereo not drawn)	3.1	-5	11	-0.2	0	25	5	6	3
O=C(NCCN1CCOCC1)c1cc2cc([N+](=O)[O-])ccc2s1	0.0	-4	-28	-0.6	-3	2	1	-8	-11
CC(C)OC(=O)Nc1ccc2c(c1)N(C(=O)CCN1CCN(CCO)CC1)c1ccccc1CC2	0.3	5	-5	-0.6	-6	5	-3	7	-1
CC(=O)N1c2ccc(S(=O)(=O)N3CCCCC3)cc2CC1C(=O)Nc1ccc(F)cc1C (stereo not drawn)	0.2	-3	12	-0.1	-8	2	2	-11	2
CC1(C)NC(=O)N(CC(=O)N2CCN(S(=O)(=O)c3cc(Cl)ccc3Cl)CC2)C1=O	0.1	7	4	/	-5	1	-7	16	/
O=C(c1ccco1)N1CCN(c2ccccc2F)CC1	0.0	20	2	1.0	2	-3	1	1	-12
Cc1ccc(Cl)cc1Nc1nn2c(=O)c3ccc(C(=O)NC4CCC(C)CC4)cc3nc2s1 (stereo not drawn)	-1.3	-6	-18	3.0	10	2	-4	-6	/
Cc1ccsc1C(=O)OCC(=O)Nc1nnc(-c2ccccc2)o1	-0.5	15	-10	-0.5	27	1	1	5	5
COC(=O)C(Cc1ccccc1)NC(=O)CNC(=O)c1ccc(Br)cc1 (stereo not drawn)	0.8	3	5	-0.3	-9	4	0	-5	15
CCOC(=O)C1=C(C)N(CCCC(=O)O)C(=O)NC1c1ccc([N+](=O)[O-])cc1 (stereo not drawn)	0.3	0	/	0.9	2	3	2	-4	25
COc1cc(C)c(Cl)cc1S(=O)(=O)NCCc1c(C)[nH]c2ccccc12	1.1	3	-19	-0.5	-7	-1	-5	7	/
Cc1ccc(C(=O)/C=C/Nc2cccc(O)c2)cc1	0.4	-5	-10	0.0	0	4	-6	-9	-1

Copied from the list:
`CC(C(=O)Nc1cccnc1)c1ccc([N+](=O)[O-])cc1` (stereo not drawn) – TRHR agonist: 3.1
`CC(C)OC(=O)Nc1ccc2c(c1)N(C(=O)CCN1CCN(CCO)CC1)c1ccccc1CC2` – D2 antag: -1
`Cc1ccc(Cl)cc1Nc1nn2c(=O)c3ccc(C(=O)NC4CCC(C)CC4)cc3nc2s1` (stereo not drawn) – RXFP1 antagonist: -18

Single records, from the list above:
CCOC(=O)C1=C(C)N(CCCC(=O)O)C(=O)NC1c1ccc([N+](=O)[O-])cc1 (stereo not drawn) as listed: TRHR agonist: 0.3; D2 PAM: 0; RXFP1 antagonist: /; D2 ag: 0.9; TRHR PAM: 2; D1 ag: 3; D1 PAM: 2; D1 antag: -4; D2 antag: 25
COC(=O)C(Cc1ccccc1)NC(=O)CNC(=O)c1ccc(Br)cc1 (stereo not drawn) as listed: TRHR agonist: 0.8; D2 PAM: 3; RXFP1 antagonist: 5; D2 ag: -0.3; TRHR PAM: -9; D1 ag: 4; D1 PAM: 0; D1 antag: -5; D2 antag: 15
O=C(NCCN1CCOCC1)c1cc2cc([N+](=O)[O-])ccc2s1 as listed: TRHR agonist: 0.0; D2 PAM: -4; RXFP1 antagonist: -28; D2 ag: -0.6; TRHR PAM: -3; D1 ag: 2; D1 PAM: 1; D1 antag: -8; D2 antag: -11

Next part:
smiles	TRHR agonist	D2 PAM	RXFP1 antagonist	D2 ag	TRHR PAM	D1 ag	D1 PAM	D1 antag	D2 antag
CC(=O)N/C(=C/c1ccc(OS(=O)(=O)c2ccc(C)cc2)cc1)C(=O)Nc1ccc(C(=O)O)cc1	-0.1	-2	8	0.5	0	3	0	8	5
COC(=O)c1ccc(NC(=O)C2CCN(S(=O)(=O)c3ccc4c(c3)CCCN4C(C)=O)CC2)cc1	-0.1	-9	-20	-0.4	3	0	-4	11	/
CCN1CCC(NC(=O)Nc2cc(Cl)ccc2OC)CC1	-0.9	/	-1	/	5	2	-4	-10	/
COc1cc(NC(=O)Cn2c(C)cc(C)c(C#N)c2=O)cc(OC)c1	0.1	12	-8	1.8	-6	-1	0	7	/
CN1C(=O)C(O)(CC(=O)/C=C/C=C/c2ccccc2)c2ccccc21 (stereo not drawn)	-0.6	8	-19	-4.7	-10	8	-11	7	27
Cc1cn2c(=O)cc(COC(=O)c3ccc(NC(=O)COc4ccccc4F)cc3)nc2s1	0.3	10	-2	/	1	5	0	-6	/
Cc1cc(C)c2sc(N(Cc3cccnc3)C(=O)CCS(=O)(=O)c3ccccc3)nc2c1	0.4	2	-8	0.4	-4	17	-2	/	/
Cc1occc1C(=O)Nc1nccs1	0.0	4	-5	0.0	1	-1	1	-4	-3
O=C(CSc1nnc(C2CCCCC2)o1)Nc1ccccc1Cl	-0.9	-2	1	-0.3	-7	2	-2	-1	23
CS(=O)(=O)N1CCCC(C(=O)Nc2ccc3c(c2)OCCO3)C1 (stereo not drawn)	0.9	0	3	1.9	1	1	-10	2	6
CCCc1nnc(NC(=O)COC(=O)c2cc(C)nc3ccccc23)s1	0.3	8	?	0.2	3	2	0	-5	-1
COC(=O)Cn1cnc2c(nnn2-c2ccc(C)cc2)c1=O	0.6	/	-1	2.0	-1	0	-4	-6	-1
CCOc1ccc(CNc2ccc3c(c2)nc(C)n3C)cc1	0.7	2	-4	5.1	-4	2	-4	-10	-10
COC(=O)c1ccc(Cn2nc([N+](=O)[O-])c(Br)c2C)cc1	0.1	15	-17	-1.1	-2	3	2	-5	5
c1ccc(-c2[nH]ncc2CN2CCc3ccccc3C2)cc1	-0.1	-13	-6	0.5	5	3	-9	-24	-12

Just D2 PAM and D2 ag, for some of the entries so far:
compound	D2 PAM	D2 ag
O=C(CSc1nnc(C2CCCCC2)o1)Nc1ccccc1Cl	-2	-0.3
CSc1nnc(-c2ccc(S(=O)(=O)N3CCOCC3)cc2)n1CC1CCCO1 (stereo not drawn)	-5	0.2

(next part)
smiles	TRHR agonist	D2 PAM	RXFP1 antagonist	D2 ag	TRHR PAM	D1 ag	D1 PAM	D1 antag	D2 antag
CC1C(=O)N(Cc2ccc([N+](=O)[O-])cc2)c2ccccc2N1C(=O)c1c(F)cccc1F (stereo not drawn)	-0.8	-4	1	-0.8	-4	2	3	-5	-6
CCOC(=O)N1CCC(NC(=O)c2ccc3c(c2)N(Cc2ccc(Cl)cc2)C(=O)c2ccccc2S3=O)CC1 (stereo not drawn)	0.5	18	/	/	2	9	2	3	/
CCOc1ccc(NS(=O)(=O)c2ccc(C(=O)N3CCN(C(C)=O)CC3)cc2)cc1	0.3	16	-15	-0.5	2	5	0	-1	-20
O=C1C2=C(C(=O)c3ccccc31)C1O[C@](c3ccsc3)(Cc3c1ccc1ccccc31)O2	2.1	/	/	/	10	9	-2	-6	/
CS(=O)(=O)N1CCCC(C(=O)NCc2ccc(F)cc2)C1 (stereo not drawn)	0.3	8	-6	0.9	-1	1	-2	-12	-19
Cc1ccc(S(=O)(=O)N2CCN(C(=S)NCc3ccc4c(c3)OCO4)CC2)cc1	0.8	-3	-22	2.8	3	9	-1	-15	-5
O=C(CO)N/N=C/c1ccc(Cl)cc1	-0.2	14	-12	-0.6	4	-1	-2	7	-6
O=C(Nn1c(C2CCC2)nc2ccccc2c1=O)C1CCC1	0.2	1	33	1.0	-3	2	-4	-9	-12
CCCCC(=O)NC(Nc1nc(C2CC2)cs1)(C(=O)OCC)C(F)(F)F (stereo not drawn)	-0.8	-8	-2	0.9	1	2	-12	2	-20
Brc1ccc(CNCCCSc2nnnn2-c2ccccc2)cc1	0.9	-19	-19	0.4	0	95*	1	-4	/
COc1cc(C2CC(=O)N(c3ccccc3)C3=C2C(=O)OC3)cc(OC)c1OC (stereo not drawn)	-3.5	30	-3	-0.7	16	1	-1	0	/
CCOC(=O)C1CCCN(Cc2cn[nH]c2-c2ccc(F)cc2F)C1 (stereo not drawn)	-0.3	-5	-22	-0.2	-5	1	-3	11	6
CCN1CCc2c(sc(NC(=O)Nc3ccc(Cl)c(Cl)c3)c2C(N)=O)C1	159*	-13	-17	109*	-20	418*	-2	-8	72*
COc1ccc(C(=O)N2CCN(c3ncccn3)CC2)cc1S(=O)(=O)N1CCOCC1	0.4	-12	-4	2.7	2	1	-4	-22	-53
COc1ccc(NC(C)=O)cc1NC(=O)c1cccc(C(F)(F)F)c1	-0.2	-5	1	0.5	-7	-1	-1	0	6
COc1ccc(/C=C2/SC(=O)N(CCC(=O)Nc3ccccc3C(=O)O)C2=S)cc1	0.2	2	-4	0.9	-1	2	3	-3	7
Cc1cc(C(=O)N/N=C2\CCCC(=O)C2)c(C)n1-c1ccccc1	-0.2	4	1	0.0	0	2	-2	-2	8
O=C1Cc2cc(S(=O)(=O)Nc3ccccc3Cl)cc3c2N1CCC3	0.6	-4	16	0.1	-16	0	-1	4	1

Compound activity deposited in PubChem by National Center for Advancing Translational Sciences (NCATS).
